From PubChem
TEAD-YAP inh – TEAD-YAP interaction inhibition | actives 1.4% (n = 640,000) | HEK-TIYL cells, TEAD-Gal4/YAP UAS-luciferase luminescence | inhibition, % at 9.12 µM | AID 1259422; in the data active = inhibition above about 32%;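 also: 0% = median of test compound wells and 100% = reference inhibitor wells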
GPR151 activ – human GPR151 activation. PathHunter beta-arrestin GPR151 cells, luminescence. actives 1% (n = 650,000). activation, % at 11.2 µM. Q8TDV0; in the data active = activation above about 4.9%;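 also: 0% = median of compound wells and 100% = cells with positive control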
FBW7 activator – activators of human E3 ligase FBW7 | actives 0.13% (n = 650,000) | AlphaScreen FBW7–phospho-cyclin E peptide binding, activator screen | AID 1259310 | normalized activity (activation), % at 26.1 µM; in the data active = normalized activity above about 1.9%;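 also: purified mutant Fbw7 with reduced substrate affinity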
Target sequence (Q969H0 whole entry, looked up): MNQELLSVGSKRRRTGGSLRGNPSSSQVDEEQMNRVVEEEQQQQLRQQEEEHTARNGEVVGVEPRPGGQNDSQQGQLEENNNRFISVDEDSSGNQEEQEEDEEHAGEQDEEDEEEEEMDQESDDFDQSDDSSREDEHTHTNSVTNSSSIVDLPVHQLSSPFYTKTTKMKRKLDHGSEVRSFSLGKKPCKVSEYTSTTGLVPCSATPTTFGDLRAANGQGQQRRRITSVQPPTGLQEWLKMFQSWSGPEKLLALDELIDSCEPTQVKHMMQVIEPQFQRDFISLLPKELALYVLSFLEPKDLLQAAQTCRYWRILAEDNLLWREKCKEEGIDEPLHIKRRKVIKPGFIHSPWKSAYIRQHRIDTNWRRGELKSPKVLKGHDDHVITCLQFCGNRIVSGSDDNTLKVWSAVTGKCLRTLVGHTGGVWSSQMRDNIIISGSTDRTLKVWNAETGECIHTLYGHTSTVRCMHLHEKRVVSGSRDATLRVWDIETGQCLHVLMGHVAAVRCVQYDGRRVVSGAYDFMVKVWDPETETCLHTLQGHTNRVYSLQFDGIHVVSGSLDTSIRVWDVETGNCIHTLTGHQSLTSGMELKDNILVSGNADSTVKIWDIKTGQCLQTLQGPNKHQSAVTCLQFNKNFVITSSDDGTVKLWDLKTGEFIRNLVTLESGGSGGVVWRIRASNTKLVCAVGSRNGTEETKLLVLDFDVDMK
MITF inh – human MITF inhibition, primary screen | O75030 | AlphaScreen MITF homodimerization, bead proximity signal | inhibition, % at 2.6 µM | actives 0.91% (n = 650,000) | AID 1259374; in the data active = inhibition above about 50%;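 also: 0% = vehicle wells with protein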
Active calls of the source: *; · = no result given; & = joins results of further samples. Rows are unselected (roughly 3.5% active in at least one column).

SMILES	TEAD-YAP inh	GPR151 activ	FBW7 activator	MITF inh
CCOC(=O)C1(Cc2ccc(Cl)cc2)CCN(Cc2ccn[nH]2)CC1	18	-0.1	0.5	9
Cc1cc(C)n2nc(N)[n+](N)c2n1	-4	2.5	0.2	16
COc1ccc(C2NC(=O)NC(C)=C2C(=O)Nc2ccc(C)cc2)cc1 (stereo not drawn)	0	0.3	0.0	14
CCOc1ccc(C(=O)NCC(=O)OCCCC(=O)c2ccc(F)cc2)cc1OCC	8	1.3	-0.2	2
COc1ccccc1O[C@@H]1O[C@H](COC(C)=O)[C@@H](OC(C)=O)[C@H](OC(C)=O)[C@H]1OC(C)=O	16	2.1	0.0	0
CCOc1cccc(/C=N/NC(=O)c2c[nH]c3ccccc23)c1O	-24	0.2	-0.1	-46
CCn1cc(C(=O)O)c(=O)c2cc(S(=O)(=O)N3CCc4ccccc4C3)ccc21	2	0.2	-0.2	-3
Cn1scc(-c2ccc(Cl)cc2)c1=N	-12	-0.9	0.0	2
COc1ccccc1OCCOc1ccc(/C=C2/C(=N)N3N=C(C(C)C)SC3=NC2=O)cc1	3	0.5	-0.3	-7
O=S(=O)(Nc1ccc(F)cc1)c1ccccc1	1	0.7	0.0	9
CCOc1ccc(-c2nc(NCc3cccc(OC)c3O)sc2C)cc1	9	-0.1	0.9	14
CC1(C)CC(=O)c2cc(NC(=O)c3ccc(F)cc3)c(=O)oc2C1	4	0.6	-0.2	-4
Cc1ccccc1C(=O)NNC(=O)/C=C\C(=O)O	-12	-1.3	0.0	16
COc1ccc(C(C)NCc2ccc(C)o2)cc1 (stereo not drawn)	-4	-0.1	-0.2	-6
CCCOC(=O)COc1ccc2c(=O)c(-c3ccc(OC)c(OC)c3)c(C(F)(F)F)oc2c1	-6	0.1	-0.3	-4
CCCOc1nn(CCC)cc1C(=O)Nc1ccccc1CC	6	-1.1	-0.1	-6
COCCC(=O)NC(C)c1nnc2n1CCN(CC=C(C)C)CC2 (stereo not drawn)	2	-1.0	0.6	-4
CSCCC(NS(=O)(=O)c1ccc(F)cc1)C(=O)O (stereo not drawn)	0	1.1	-0.1	-2
COC(=O)c1ccc(N2C(=O)CC(N3CCN(Cc4ccc5c(c4)OCO5)CC3)C2=O)cc1 (stereo not drawn)	2	0.9	-0.1	-9
Cc1ccc(CCN=c2c([N+](=O)[O-])nn(-c3cccc(C)c3)n2O)cc1	1	-0.4	-0.7	31
COc1cc(C2C(C#N)=C(N)OC3=C2C(=O)CC(c2ccccc2)C3)cc(OC)c1OC (stereo not drawn)	-2	1.0	0.2	-8
Cc1ccc(COc2ccccc2CO)cc1	-48	-0.8	0.0	-5
CCC(C)NC(=O)C1CCN(S(=O)(=O)c2c(C)cc(C)cc2C)CC1 (stereo not drawn)	1	-1.1	0.2	7
O=C(Nc1cccc(C(=O)Nc2ccc(S(=O)(=O)O)c3cc(S(=O)(=O)O)cc(S(=O)(=O)O)c23)c1)Nc1cccc(C(=O)Nc2ccc(S(=O)(=O)O)c3cc(S(=O)(=O)O)cc(S(=O)(=O)O)c23)c1	3	0.1&-0.8	-0.2&-0.1	23&13
O=C1C(=O)N(Cc2cccc(C(F)(F)F)c2)c2ccccc21	12	0.4	-0.1	9
Cc1ccc(-n2c3c(cc(C(=O)Nc4cccc(F)c4)c2=O)C(=O)CC(C)(C)C3)cc1	-4	-0.5	-0.1	-6
Cc1cc(Br)cc(C)c1NC(=O)c1sc2ncn(Cc3ccccc3Cl)c(=O)c2c1C	8	0.3	-0.3	15
COc1ccc(/C=N/NC(=O)CNc2n[nH]c(=O)[nH]c2=O)cc1OC	-10	-0.9	0.0	6
Cc1cc2[nH]c(=O)c(=O)[nH]c2cc1S(=O)(=O)Nc1cccc(C)c1C	-7	0.6	-0.1	1
Cc1ccc(C(=O)COC(=O)c2ccc(Oc3c(Cl)cccc3[N+](=O)[O-])cc2)cc1	-1	-0.7	0.0	6
O=C(CCn1c(=S)[nH]c2ccccc2c1=O)N1CCN(c2ccccc2)CC1	5	1.3	0.0	2
Cc1ccc(CC2(CCC(=O)N(C)Cc3ccc4nccnc4c3)CCC(=O)N2)cc1 (stereo not drawn)	11	-0.5	0.1	6
CCOC(=O)C1=C(C)N=c2s/c(=C/c3ccccc3)c(=O)n2C1c1ccc(Cl)cc1 (stereo not drawn)	7	-1.0	-0.1	12
Cc1c(Cl)cccc1NC(=O)CSC1=C(C#N)C2(CCCCC2)C(C#N)C(=O)N1 (stereo not drawn)	7	-0.1	0.0	-4
COc1cccc(-c2csc(/C(C#N)=C/Nc3ccc(C(N)=O)cc3)n2)c1	2	1.1	0.0	12
Cc1ccc(CNC(=O)c2ccc(-n3cccc3)cc2)cc1	-17	1.2	0.1	41
COc1cc(-c2csc(/C(C#N)=C/Nc3ccc([N+](=O)[O-])cc3OC)n2)ccc1O	-5	-0.2	0.4	6
COc1ccc(C)cc1NC(=O)c1sc2ncn(CC(=O)N3CCC(C)CC3)c(=O)c2c1C	-9	-0.7	0.2	9
CC1=Nc2ccccc2/C1=C/c1nc(-c2ccc(F)cc2)oc1O	-11	-1.6	-0.1	-21
CCOC(=O)c1ccc(N2C(=O)C3C(C2=O)C2(C)C=CC3(C)O2)cc1 (stereo not drawn)	0	-0.5	-0.1	1

Of the compounds above, two have two or more sulfur atoms.
SMILES	TEAD-YAP inh	GPR151 activ	FBW7 activator	MITF inh
CSCCC(NS(=O)(=O)c1ccc(F)cc1)C(=O)O (stereo not drawn)	0	1.1	-0.1	-2
O=C(Nc1cccc(C(=O)Nc2ccc(S(=O)(=O)O)c3cc(S(=O)(=O)O)cc(S(=O)(=O)O)c23)c1)Nc1cccc(C(=O)Nc2ccc(S(=O)(=O)O)c3cc(S(=O)(=O)O)cc(S(=O)(=O)O)c23)c1	3	0.1&-0.8	-0.2&-0.1	23&13

(list continues)
SMILES	TEAD-YAP inh	GPR151 activ	FBW7 activator	MITF inh
CCOC(=O)CNC(=O)CN1C(=O)CC(c2ccccc2)Sc2ccccc21 (stereo not drawn)	6	0.0	-0.1	0
CCC(C)(C)NC(=O)CN(C(=O)C(=O)Nc1ccc2c(c1)OCCO2)c1ccc(C)cc1	1	-1.3	-0.1	-3
CCSc1nc(NC(C)C)c2cnn(CCNC(=O)c3c(F)cccc3F)c2n1	5	-0.9	0.1	3
CS(=O)(=O)N(CC(=O)NC1CC1)c1ccccc1	4	2.0	-0.1	-3
CCCCCCCc1c(O)nc(SCC(N)=O)[nH]c1=O	4	0.2	0.1	4
O=C1N=c2ccc(F)cc2=C1c1sc(=S)n(Cc2ccccc2)c1O	-11	-1.2	0.1	3
COc1ccc(N2C(=O)C(C)NC2=S)cc1 (stereo not drawn)	1	-0.2	-0.1	7
Cc1cc2c(=O)n(CC(=O)Nc3ccc(Cl)cn3)cnc2s1	-7	-1.6	-0.1	1
Cc1cc(C)cc(NC(=S)NCc2cccnc2)c1	2	0.2	0.5	16
COc1ccc(S(=O)(=O)N(CC(C)C)CC(C)C)cc1	10	0.0	0.2	6
Cc1nnc(NC(=O)c2ccc3c(c2)C(=O)N(CCC(C)C)C3=O)s1	-14	-1.4	0.6	17
CCOc1ccc(C2=NN3C(C2)c2cc(Cl)ccc2OC3c2ccccc2Cl)cc1 (stereo not drawn)	-12	1.3	0.0	6
CC1=C([N+](=O)[O-])C(c2cccc([N+](=O)[O-])c2)NC(=O)N1 (stereo not drawn)	9	0.4	0.1	1
CCOc1ccc(C(=O)NCC2(c3ccccc3)CCOCC2)cc1OC	4	1.5	0.1	1
C/C(N)=C(/C#N)C(=O)COC(=O)c1ccc(F)c(S(=O)(=O)N2CCOCC2)c1	8	-0.9	0.3	10
COc1ccc(S(=O)(=O)NCc2ccc(C(=O)NCc3ccc4c(c3)OCO4)cc2)cc1	14	-1.0	-0.1	7
O=C1ON=C(c2ccc(Cl)cc2)/C1=C\c1ccc2c(c1)OCO2	2	0.1	0.0	77*
CCNC(=O)CC1SC(=Nc2ccc(Cl)cc2)N(CC)C1=O (stereo not drawn)	8	-0.1	-0.2	4
Cc1sc2ncnc(SCC(=O)O)c2c1C	-2	-0.7	0.3	23
CC(C)OC(=O)CCC/C=C\C[C@@H]1[C@@H](/C=C/[C@H](O)CCc2ccccc2)[C@H](O)C[C@@H]1O	·	2.9	·	-1
CC1Cc2cc(-c3csc(NC(=O)Cc4ccccc4)n3)ccc2N1S(C)(=O)=O (stereo not drawn)	24	0.2	-0.1	6
CC1CCCc2sc3c(c21)c(=O)n(-c1ccccc1)c1nnc(SCc2ccccc2)n31 (stereo not drawn)	-1	-1.6	0.1	7
Cc1ccc(CNc2ccc3ncc(-c4ccoc4)n3n2)c(C)c1	1	0.9	-0.2	-3
COCCn1c(=O)c2c(nc3n(-c4ccccc4)c(-c4ccccc4)cn23)n(C)c1=O	14	-0.8	-0.1	6
CCCCCCNC(=O)c1ccc2c(c1)NC(=O)C(CSCc1ccccc1C)N2 (stereo not drawn)	8	1.1	-0.2	1
O=C(N/N=C\c1cccs1)c1ccccn1	-16	-4.8	-0.1	7
COc1ccc(N/C=C\C(=O)c2ccc3ccccc3c2)cc1OC	-22	-0.9	0.7	-10
Cc1nc(NC(=O)Cc2cccc3ccccc23)ccc1Br	-4	-0.2	-0.2	-3
Cc1ccc(NC(=O)CN(Cc2ccccc2)S(=O)(=O)c2ccc(Br)cc2)cc1C	-8	0.1	0.1	59*
CN=C(NC)SCc1csc(-c2ccccc2)n1	-4	-0.2	0.3	3

Single records (already shown).
Results for `Cc1nc(NC(=O)Cc2cccc3ccccc23)ccc1Br` = TEAD-YAP inh: -4; GPR151 activ: -0.2; FBW7 activator: -0.2; MITF inh: -3
Results for `CC1Cc2cc(-c3csc(NC(=O)Cc4ccccc4)n3)ccc2N1S(C)(=O)=O` (stereo not drawn) = TEAD-YAP inh: 24; GPR151 activ: 0.2; FBW7 activator: -0.1; MITF inh: 6
Results for `Cc1ccc(CNc2ccc3ncc(-c4ccoc4)n3n2)c(C)c1` = TEAD-YAP inh: 1; GPR151 activ: 0.9; FBW7 activator: -0.2; MITF inh: -3

New compounds follow
SMILES	TEAD-YAP inh	GPR151 activ	FBW7 activator	MITF inh
COc1ccc(Cc2nc(P(=O)(OC)OC)c(NCc3ccccc3)o2)cc1	-12	-0.4	-0.1	5
Cc1ccc(Nc2nc(COC(=O)COc3ccc(C=O)cc3)cs2)cc1	-37	-1.0	0.3	12
CCC(C)C(=O)NCc1nnc2n1CCN(C(=O)CCc1nc3ccccc3s1)CC2 (stereo not drawn)	1	-0.7	-0.1	-22
CCOC(=O)C(CC)Sc1ncnc2sc(C)c(C)c12 (stereo not drawn)	-1	0.1	0.1	-1
CN=C(NC)SC1CC(=O)N(c2ccccc2)C1=O (stereo not drawn)	-4&-10	1.4&-1.1	-0.1&0.4	6&12
CCCSc1nnc2c(n1)OC(c1ccc3c(c1)OCO3)N(C(C)=O)c1ccccc1-2 (stereo not drawn)	-3	-2.5	0.0	1
CCN(C(=O)CSc1nnc(Nc2ccc(OC)cc2)s1)C1CCS(=O)(=O)C1 (stereo not drawn)	-6	-0.8	0.0	10
Cc1nc2ccccc2c(=S)n1-c1cccc(C(F)(F)F)c1	12	0.7	0.2	2
COc1ccc2nc(Cl)c(CN(C(=O)N(C)C)C3CCCC3)cc2c1	-6	1.1	0.3	-2
O=C(Nc1cccc2ccccc12)c1cccc2c1C(=O)c1ccccc1-2	7	1.8	0.1	16
CCOC(=O)c1ccc(NC(=O)C2CC(=O)NC(=Nc3ccc(OC)cc3)S2)cc1 (stereo not drawn)	-5	2.8	-0.3	-8
NC(=O)c1c(NC(=O)c2ccc(N3CCCC3)c([N+](=O)[O-])c2)sc2c1CCCCC2	8	-0.7	0.8	5
CCN(CC)CCNC(=O)c1cn(C)c(=O)c2c1c1ccccc1n2C	4	0.7	0.2	10
CC(C)CNC(=O)c1cc(S(=O)(=O)N2CCOCC2)ccc1F	5	0.0	0.0	12
CC(C)c1nnc2n1CCN(C(=O)C1CCCO1)CC2 (stereo not drawn)	-19	0.4	0.0	-16
COc1ccc2oc3ccc(OC)cc3c(=O)c2c1	-33	-0.8	0.0	-4
O=C(COC(=O)/C=C/c1cccc([N+](=O)[O-])c1)NCCCN1CCCC1=O	-3	1.3	-0.1	-14
O=C(CCc1ccccc1)NCC1CCC2(CCN(C(=O)c3ccncc3)CC2)O1 (stereo not drawn)	5	1.6	-0.3	6
CCOc1ccc(NC(=O)NC(C)c2nc(-c3ccc(Cl)cc3)n[nH]2)cc1 (stereo not drawn)	7	0.1	0.1	-3
c1cncc(-c2nc(N3CCCCCC3)c3ccccc3n2)c1	12	0.1	-0.1	5
CCOC(=O)C1=C(c2ccccc2)Nc2ncnn2C1c1ccc(F)cc1 (stereo not drawn)	-2	1.8	-0.3	-4
O=C(NCc1cccnc1)/C(=C/c1ccccc1)NC(=O)c1ccccc1	2	1.9	0.0	-14
CCN(CC)S(=O)(=O)c1ccc(C(=O)Nc2nc3c(F)cc(F)cc3s2)cc1	4	1.5	-0.1	-1
O=C(COC(=O)Cc1ccc(Cl)c(Cl)c1)NC(=O)NC1CCCC1	0	0.0	0.5	23
CC(C)(C)c1ccc(Oc2nnnn2-c2ccc(C(N)=O)cc2)cc1	-5	0.9	0.1	16
